High-throughput results deposited in PubChem by NCI.
Growth percent in the NCI-60 one-dose screen (48 h, 10 µM unless noted): 100 = growth as untreated, 0 = no growth, -100 = all killed.
UACC-257: UACC-257 melanoma; 78,000 tested, 4.4% active; AID 1794764
UACC-62: UACC-62 melanoma. 81,000 tested, 5.4% active
SK-MEL-2: SK-MEL-2 melanoma; 77,000 tested, 4.7% active; AID 1794763
M14: M14 melanoma. 80,000 tested, 6.2% active
SK-MEL-5: SK-MEL-5 melanoma. 80,000 tested, 6.4% active
MALME-3M: MALME-3M melanoma | 78,000 tested, 5.8% active
EKVX: EKVX NSCLC. 71,000 tested, 3% active. AID 1794765
A549/ATCC: A549/ATCC NSCLC; 81,000 tested, 3.7% active
* marks the source's active call; other numbers are inactive results; . = no result given; & = joins results of further samples; [ ] = another dose, or the depositor's remark. How the source made its calls: active means growth percent below 10; inactive means the rest.

SMILES | UACC-257 | UACC-62 | SK-MEL-2 | M14 | SK-MEL-5 | MALME-3M | EKVX | A549/ATCC
CCOC(=O)C1(C(=O)OCC)C2C=CC(C2)C1C (stereo unspecified) | 101&109 | 99&102 | 101&102 | 108&103 | 107&100 | 110&109 | 104 | 103&94
CCN1C(=O)N(CC)C2C1NC(=S)N2/N=C/c1ccc(OC)cc1 (stereo unspecified) | 61 | 39 | 65 | 30 | 43 | 54 | 80 | 42
O=C(O)c1c[nH]c(=O)[nH]c1=O | 98 | 100 | . | 96 | 114 | 109 | 110 | 103
COc1cc(/C=C/C(=O)C2=C(/C=C/c3ccc(O)c(OC)c3)NC(=O)NC2c2ccc(O)c(OC)c2)ccc1O (stereo unspecified) | 86 | 94 | 105 | 94 | . | 117 | . | 79
COc1cc(/C=N\NC(=O)C[N+](C)(C)C)ccc1O | 106 | 104 | 122 | 113 | 110 | 117 | 90 | 100
CC(C)OC(=O)CCc1ccccc1 | 87 | 101 | 70 | 111 | 103 | 116 | 153 | 89
Nc1c(C(=O)Nc2cccc(Cl)c2)sc2nc3c(cc12)CCCC3 | 79 | 70 | 87 | 79 | 88 | 102 | 95 | 82
COc1ccc(Oc2ccc(/C=N/NC(=O)CSc3nc4ccccc4c(=O)n3-c3ccccc3)cc2)cc1 | 107 | 91 | 106 | 107 | 95 | 114 | 89 | 92
Nc1nc(-c2cccc([N+](=O)[O-])c2)c(N=Nc2ccccc2[N+](=O)[O-])s1 | 103 | 66 | . | 51 | 47 | 54 | 49 | 36
Nc1nc2nc[nH]c2c(=O)[nH]1 | 122 | . | 128 | 100 | 108 | 100 | 107 | 122
N#C/C(=C/c1ccccc1Cl)C(N)=O | 108 | 95 | 93 | 98 | 104 | 110 | 106 | 99
O/N=C(\c1ccccc1)C(O)c1ccccc1 (stereo unspecified) | 93 | 92 | 146 | 107 | 98 | 100 | . | 96
O=C(/C=C/c1cccc2ccccc12)c1ccc(NC(=O)c2ccccc2CN2C(=O)c3ccccc3C2=O)cc1 | 88 | 69 | 95 | 73 | 88 | 80 | 81 | 79
CN(C)c1cccc2c(S(=O)(=O)Nc3cccc(-c4csc(NCCOCCOCCNc5cccc6c5C(=O)N(C5CCC(=O)NC5=O)C6=O)n4)c3)cccc12 (stereo unspecified) | 89 | 72 | 101 | 102 | 46 | 93 | 75 | 86
CNC(=O)SC1=NS(=O)(=O)c2ccc(Cl)cc2N1 | 96[100 µM] | 94[100 µM] | 111[100 µM] | 103[100 µM] | 102[100 µM] | 101[100 µM] | 103[100 µM] | 104[100 µM]
O=c1c2cc(Br)cc(Br)c2nc(-c2ccc(Cl)cc2)n1/N=C\c1ccccc1F | 90 | 71 | 78 | 82 | 89 | 90 | 64 | 57
O=c1cc(-n2nncc2Cn2c3ccccc3c3ccccc32)c2cc(Cl)ccc2[nH]1 | 107 | 102 | 97 | 103 | 102 | 105 | 81 | 104
O=C1c2ccccc2C(=O)c2c1ccc(C(=O)O)c2[N+](=O)[O-] | 105 | 106 | 119 | 87 | 109 | 98 | 109 | 103
COc1ccc([C@@H](CCO)C[C@H](C)c2ccc3ccccc3c2)cc1 | . | 81 | 86 | 84 | 95 | 91 | 74 | 82
CCCn1c(=O)[nH]c(N)c(C(c2ccccc2F)c2c(N)[nH]c(=O)n(CCC)c2=O)c1=O | 87 | 78 | 101 | 79 | 79 | 106 | 84 | 74
C#CC1CC2C3CCC4=CC(=O)CCC4(C)C3CCC2(C)C1N(C)C (stereo unspecified) | 103 | 89 | 100 | 99 | 96 | 120 | 117 | 105
O=C(CN1CCN(c2ncnc3c2cnn3-c2ccccc2)CC1)Oc1ccc2ccccc2c1 | 116 | 84 | 107 | 105 | 90 | 118 | 88 | 109
O=C1C(=O)c2ccccc2C(O)=C1CCCCCCCCCCBr | 89 | 84 | 95 | 99 | 99 | 103 | . | 97
O=C(O)CSc1cc(Cl)ccc1Cl | 88 | 100 | 100 | 97 | 89 | 102 | 96 | 86
O=C(Nc1ccccc1)Nc1cccc(Oc2nnc(Cl)c3ccccc23)c1 | 22 | 41 | 9.5* | 46 | 33 | -30* | 30 | 11
CC(=O)c1cccc(/C(N)=N/C(N)=N/c2nc3ccccc3s2)c1 | 113 | 95 | 108 | 102 | 106 | 109 | 107 | 96
O=C1NC(=O)N(C2CCCCC2)CC1Br (stereo unspecified) | 97 | 96 | 89 | 66 | 83 | 109 | 103 | 106
COc1cccc(N2C(=O)CSC2=S)c1 | 102 | 96 | 94 | 94 | 98 | 80 | 85 | 98
CC(C)=CCC/C(C)=C/C#N | 100 | 112 | 90 | 96 | 100 | 89 | . | 97
COC(=O)C(Cc1cnc[nH]1)N1CC(=O)N2[C@@H](c3ccccc3)SC[C@H]2C1=O (stereo partly specified) | 97 | 106 | . | 101 | 131 | 108 | 101 | 96
CC(=O)c1ccc(NC(=O)CSc2nnc(-c3ccc4nc(-c5ccc([N+](=O)[O-])cc5)[nH]c4c3)o2)cc1 | 101 | 85 | 130 | 81 | 88 | 39 | 95 | 105
CCOC(=O)c1c(Nc2ccccc2)nn2c(-c3ccc([N+](=O)[O-])cc3)ccnc12 | 107 | 81 | . | 109 | 87 | 102 | 98 | 96
COC(=O)N1c2ccccc2C=CC1C#N (stereo unspecified) | 95 | 96 | 104 | 103 | 104 | 114 | . | 102
CC(C)[C@H](NC(=O)OCc1ccccc1)C(O)C1CC1C(=O)C1CO1 (stereo partly specified) | 96 | 97 | 105 | 99 | 103 | 101 | 99 | 98
CCOC(=O)[C@@H](F)[C@H](Br)C(=O)OCC | 97 | 89 | 101 | 102 | 92 | 109 | 90 | 97
CCOC(=O)c1ccc(Nc2sc(C(=O)c3ccc(Br)cc3)c(N)c2C#N)cc1 | 38 | 37 | 22 | 29 | 13 | 32 | . | 31
Cc1nn(-c2ccccc2)c(N2CCCCC2)c1/C=N/N=c1\sc2ccccc2n1C | 104 | 66 | 112 | 100 | 70 | 101 | 93 | 102
COC(=O)CNC(=O)[C@H](C)NC(=O)[C@@H]1CCCN1C(=O)CNC(=O)[C@H](C)N | 95 | 102 | 114 | 107 | 101 | 99 | 95 | 97
Cc1cc(=O)nc2sc(-c3ccc(Cl)cc3)nn12 | 104 | 90 | 112 | 98 | 96 | 104 | 95 | 103
COc1ccc(C(=O)CC2(O)C(=O)N(CN3CCOCC3)c3ccc(Br)cc32)cc1 (stereo unspecified) | 97 | 98 | 103 | 92 | 106 | 87 | . | 98
O=C(/C=C/c1ccc(Cl)cc1)Nc1ccc(C=C2c3ccccc3C(=O)c3ccccc32)cc1 | 52 | 60 | 61 | 81 | 59 | 80 | 64 | 66
CN1CCN(Cc2ccc(NC(=O)c3cncc(C#Cc4cnc5ccc(Cl)nn45)c3)cc2C(F)(F)F)CC1 | 3.9* | -15* | -46* | -57* | -59* | -63* | -22* | 4.2*
CC1(C)SC(N)=NC1=O | 79 | 103 | 139 | 82 | 109 | 109 | 102 | 102
CCOC(=O)c1c(C)nc2c(c1N)C(=O)C(=O)N2Cc1ccc(F)cc1 | 74 | 62 | 80 | 68 | 69 | 71 | 76 | 83
Cc1cccc(NC(=O)CN2CCN(c3ncnc4c3cnn4-c3ccccc3)CC2)c1 | 102 | 68 | 80 | 94 | 78 | 99 | 86 | 97
O=C(/C=C/Nc1cc(-c2ccccc2)nn1-c1ccccc1)c1ccc(Br)cc1 | 81 | 60 | 96 | 97 | 90 | 96 | 89 | 86
O=c1c2cccc(Cl)c2sc2c(NCCCNCCO)nc3ccccc3c12 | 97 | 66 | 104 | -73* | 82 | 78 | 54 | 27
CC(Cc1ccccc1)(C1=N[C@H](c2ccccc2)CO1)C1=N[C@@H](c2ccccc2)CO1 (stereo partly specified) | 96 | 78 | 105 | 94 | 94 | 96 | 90 | 86
O=S(=O)(O)c1ccc(N=Nc2ccc(O)cc2)cc1 | 106 | . | 109 | 104 | 115 | 94 | 101 | 112
O=C1Nc2ccc(Cl)cc2/C1=C/c1cccs1 | . | 86 | 108 | 101 | 86 | 96 | 68 | .
Cn1c(=O)c2[nH]c(/N=N/N3CCCCC3)nc2n(C)c1=O | 109 | 99 | 127 | 104 | 108 | 118 | 94 | 107
COc1cc2oc(-c3ccc(NC(=O)c4ccc(C)cc4)cc3)cc(=O)c2c(OC)c1OC | 106 | 91 | 94 | 96 | 85 | 98 | 102 | 93
COc1cc(CC(CC(=O)O)C(=O)O)cc(OC)c1OC (stereo unspecified) | 97 | 100 | 100 | 95 | 103 | 93 | 96 | 99
CSc1nc2ccccc2c(=O)n1CCc1ccc(S(N)(=O)=O)cc1 | 104 | 100 | 103 | 108 | 98 | 103 | 102 | 95
OCCCC1CCCCN1C(Cc1ccccc1)c1ccccc1 (stereo unspecified) | 110 | 95 | 72 | 84 | 105 | 94 | 105 | 99
CC(C)(C)C1=CC(CC(N)=O)(C(C)(C)C)OC1=O (stereo unspecified) | 97 | 96 | 110 | 94 | 100 | 93 | . | 105
O=C(CSc1oc(-c2ccccc2)nc1S(=O)(=O)c1ccc(F)cc1)c1ccc(Cl)cc1 | 89 | 69 | 88 | 94 | 86 | 101 | 92 | 72
O=C1CC(c2ccc(Cl)c(Cl)c2)c2cc3c(cc2N1)OCO3 (stereo unspecified) | 78 | 52 | 73 | 90 | . | 81 | 59 | 66
N#C/C(=C\c1ccc(-c2cc(C(F)(F)F)ccc2Cl)o1)c1nc2ccccc2[nH]1 | 102 | 90 | 113 | 103 | 101 | 107 | 94 | 108
Cc1cc(NS(=O)(=O)c2ccc(NC3Nc4nc5ccccc5nc4S3)cc2)no1 (stereo unspecified) | 92 | 88 | 105 | 104 | 93 | 88 | 90 | 96
(more compounds)
SMILES | UACC-257 | UACC-62 | SK-MEL-2 | M14 | SK-MEL-5 | MALME-3M | EKVX | A549/ATCC
Clc1ccc(-c2nnc(Nc3ccc(Br)cc3)o2)cc1 | 109 | 99 | 60 | 97 | 99 | . | . | 99
O=C(O)c1ccc(C(=O)c2ccc(C(=O)c3ccc(C(=O)O)cc3)cc2)cc1 | 104 | 96 | 109 | 92 | 102 | 103 | . | 100
O=S(=O)(NCCCNc1nccc(-c2c(-c3ccccc3)nc3sccn23)n1)c1ccc(F)cc1 | 71 | 23 | 54 | 35 | 14 | 68 | . | 44
CCS/C(Nc1ccccc1)=C(\C#N)C(=O)Nc1ccc(C)cc1 | 99 | 80 | 85 | 112 | 94 | 101 | 97 | 85
Clc1ccc(-c2n[nH]c3c2Cc2ccccc2-3)cc1Cl | -6.1* | 91 | 100 | 100 | 96 | 102 | 86 | 38
N#CCCNNc1ccccc1 | 86 | 85 | 107 | 91 | 107 | 86 | 80 | 91
CCOC(=O)C1=C(N)Oc2n[nH]c(C)c2C1c1cc2cc(Br)ccc2nc1Cl (stereo unspecified) | 98 | 88 | 95 | 96 | 100 | 92 | 96 | 98
CC1=C[C@H]2c3c(c(O)c(O)c4oc5c(C)cccc5c(=O)c34)[C@H](c3cc(O)c(O)c4oc5c(C)cccc5c(=O)c34)[C@H]2C(C)(C)C1 | 23 | -43* | 21 | 14 | . | 19 | 23 | 12
CC1(O)CCCCCC1 | 101 | 100 | 105 | 96 | 101 | 117 | . | 103
Cc1ccc(N)c(S(=O)(=O)O)c1 | 101 | 99 | 84 | 101 | 98 | 129 | 110 | 125
CCCCc1nc(Cl)c(C2CC(c3ccccc3)=NN2C=O)[nH]1 (stereo unspecified) | 94 | 81 | 102 | 101 | 97 | 100 | 94 | 91
Cc1cc(NC(=O)NCc2ccco2)ccc1NC(=O)NCc1ccco1 | 106 | 94 | 105 | 98 | 109 | 133 | 116 | 105
COc1ncc(-c2ccc3nccc(C#CCN4CCN(S(C)(=O)=O)CC4)c3c2)cc1NS(=O)(=O)c1ccc(F)cc1F | -4.8* | -55* | 1.0* | -3.0* | -92* | -32* | 9.3* | 5.7*
S=c1nc(-c2ccccc2)oc(=NC2CCCCC2)n1C1CCCCC1 | 95 | 71 | 38 | 85 | 66 | 95 | 24 | 31
